GRIN3A LBD mod: binders of NR3A ligand-binding domain, primary screen, biophysical, differential scanning fluorimetry, uHTS | NR3A LBD differential scanning fluorimetry, Tm shift; 0% = protein alone, 100% = glycine-bound protein | AID 1259313, 2017 | actives 2.5% (n = 340,000) | Glutamate receptor ionotropic, NMDA 3A (GRIN3A) ligand-binding domain | Tm shift relative to glycine control, % at 25 µM;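 active = melting temperature shift of at least 10% of the positive control shift, at one fixed dose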
A3G deaminase: APOBEC3G DNA deaminase inhibitors, primary screen, biochemical, fluorescence, single-stranded DNA substrate, uHTS | recombinant A3G, ssDNA deamination FAM/TAMRA fluorescence | inhibition, % at 20 µM | actives 0.28% (n = 330,000) | AID 493012, 2011;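 active = inhibition of at least 40% at 20 µM, with no more than 30% in the related APOBEC3A deaminase screen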;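 also: plate controls were DMSO wells with A3G for no effect and wells lacking A3G enzyme for full effect; some compounds called inactive have numbers as strong as hits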
MIN6 prolif: inducers of MIN6 beta-cell proliferation, primary screen, ATP luminescence, uHTS; MIN6 cells proliferation, ATPlite luminescence, 48 h; cells starved in 0.2% serum; 100% = growth in 10% serum; proliferation, % at 10 µM; actives 0.29% (n = 330,000);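 active = compounds whose signal lies at least 3.5 SD above the mean of all wells on their plate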;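 also: 0% = DMSO-treated cells in low-serum medium and 100% = 10% serum control; some compounds called inactive have numbers as strong as hits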
MPTP inh: mitochondrial permeability transition pore inhibitors, primary screen, biochemical, isolated mouse mitochondria, absorbance. Ca2+ swelling absorbance, 30 min. inhibition, % at 10 µM. actives 1.4% (n = 360,000);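 active = inhibition of 50% or more, scaled per plate between neutral and stimulator controls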;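 also: 0% = DMSO wells given calcium and 100% = 1 mM EGTA wells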
mIAP act: activators of mouse IAP, primary screen, biochemical, luminescence, uHTS | muIAP, CDP-Star luminescence, 30 min; stronger effect = higher value; 1 = vehicle-only enzyme signal, 0 = enzyme-free wells | activation factor at 10 µM | actives 0.24% (n = 330,000) | AID 2805, 2010;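 active = activation factor of at least 2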; also: the source names both 10 and 20 µM as test concentration; values of inactives mirror those of a sister screen read the other way
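also added = chemiluminescent substrate CDP-Star | test system = mouse IAP enzyme | signal = chemiluminescence readout | compound = DMSO-dissolved test compounds | incubation = 30 min at room temperature | benchmarks = DMSO wells, no-enzyme wells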
mIAP inh: inhibitors of mouse IAP, primary screen, biochemical, luminescence, uHTS. AID 2806, 2010. inhibition, % at 10 µM. actives 0.2% (n = 330,000). purified mouse IAP, CDP-Star luminescence, 30 min;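 active = inhibition of at least 40% at 10 µM in the primary screen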;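 also: plate controls were DMSO with enzyme for no effect and no enzyme wells for full effect; values of inactives mirror those of a sister screen read the other way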
hIAP inh: human IAP inhibitors, primary screen, biochemical, luminescence, uHTS. Intestinal-type alkaline phosphatase (Homo sapiens), P09923. purified IAP, CDP-Star luminescence, 30 min. inhibition, % at 10 µM. actives 0.12% (n = 330,000). AID 2544, 2010;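 active = inhibition reaching a set limit with compound at 10 µM in the primary screen, cut at about 35% in these data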;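 also: plate controls were DMSO wells with enzyme for no effect and no-enzyme buffer wells for full effect; values of inactives mirror those of a sister screen read the other way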
Target sequence (P09923 whole entry, looked up): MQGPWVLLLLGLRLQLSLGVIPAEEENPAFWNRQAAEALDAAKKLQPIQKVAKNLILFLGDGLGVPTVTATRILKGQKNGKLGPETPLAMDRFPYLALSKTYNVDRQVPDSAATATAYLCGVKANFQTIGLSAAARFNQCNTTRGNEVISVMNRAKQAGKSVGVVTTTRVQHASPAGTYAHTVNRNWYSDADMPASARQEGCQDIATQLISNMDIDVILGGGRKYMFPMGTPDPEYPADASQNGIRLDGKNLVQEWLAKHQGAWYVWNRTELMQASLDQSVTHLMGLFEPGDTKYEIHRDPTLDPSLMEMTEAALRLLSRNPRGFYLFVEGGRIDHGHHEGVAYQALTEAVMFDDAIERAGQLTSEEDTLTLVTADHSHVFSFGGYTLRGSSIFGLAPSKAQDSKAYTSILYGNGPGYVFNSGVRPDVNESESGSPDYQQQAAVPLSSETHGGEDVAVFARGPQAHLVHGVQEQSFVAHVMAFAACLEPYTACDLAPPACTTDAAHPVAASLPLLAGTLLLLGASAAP
hIAP act: human IAP activators, primary screen, biochemical, luminescence, uHTS. purified human IAP, CDP-Star luminescence, 30 min; stronger effect = higher value; 1 = vehicle-only enzyme, 0 = enzyme-free background. activation factor at 10 µM. actives 0.16% (n = 330,000);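 active = activation factor of the enzyme at least 2-fold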; also: the source names both 10 and 20 µM as test concentration; values of inactives mirror those of a sister screen read the other way
A3A deaminase: APOBEC3A ssDNA deaminase inhibitors, primary screen, selectivity assay for APOBEC3G inhibitor project, biochemical, FAM/TAMRA oligo cleavage fluorescence. DNA dC->dU-editing enzyme APOBEC-3A (Homo sapiens), P31941. recombinant A3A, FAM/TAMRA ssDNA deamination fluorescence. inhibition, % at 20 µM. actives 0.41% (n = 330,000);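 active = at least 40% inhibition at 20 µM here, with at most 30% in a related deaminase screen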;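 also: plate controls were A3A with DMSO for no effect and wells lacking A3A enzyme for full effect; some results filed as inactive read as strong as hits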
Target sequence (P31941 whole entry, looked up): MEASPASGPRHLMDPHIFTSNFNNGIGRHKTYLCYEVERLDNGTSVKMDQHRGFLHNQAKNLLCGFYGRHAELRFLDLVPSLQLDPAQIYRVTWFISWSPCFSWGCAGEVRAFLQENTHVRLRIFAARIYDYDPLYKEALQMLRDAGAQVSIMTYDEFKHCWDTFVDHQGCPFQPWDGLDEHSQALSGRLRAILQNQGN
* marks the source's active call; other numbers are inactive results.

smiles	GRIN3A LBD mod	A3G deaminase	MIN6 prolif	MPTP inh	mIAP act	mIAP inh	hIAP inh	hIAP act	A3A deaminase
COc1ccc(/C=N/NC(=O)c2csc(-n3nc(C)cc3C(F)(F)F)n2)cc1	-1.0	2.6	0.5	0.6	0.863	13.7	5.8	0.942	-0.3
CCOC(=O)N1CCN(c2nc3ccccc3nc2C(C#N)S(=O)(=O)c2ccc(C)cc2)CC1 (stereo unspecified)	-0.6	-7.7	-2.6	29.1	0.932	6.8	22.0	0.78	-0.9
CCN(CC)CCC(c1ccc2c(c1)OCO2)c1c(OC)cc(OC)c2ccc(=O)oc12 (stereo unspecified)	-0.8	0.0	-7.1	-0.3	1.02	-1.6	6.1	0.939	1.7
Cc1cs/c(=N\N=C2CCCCC2)n1Cc1ccco1	-3.1	-6.0	-2.5	-0.2	0.969	3.1	-8.1	1.08	-0.2
CCOC(=O)N/N=C(\C)c1ccc(-n2cnnn2)cc1	2.6	-5.4	-2.5	1.6	1	0.0	0.7	0.993	-2.0
COc1ccc(C)c2sc(N(CCN(C)C)C(=O)c3ccc4ccccc4c3)nc12	-1.4	-1.7	0.0	0.5	0.949	5.1	7.3	0.927	-0.5
COC(=O)CNC(=O)C(C)NC(=O)OCc1ccccc1 (stereo unspecified)	-2.5	-0.2	3.6	0.7	0.886	11.4	-10.6	1.11	2.0
N/C(Cc1nc(-c2ccc(Cl)cc2)cs1)=N/O	1.1	-9.0	-1.1	2.1	0.995	0.5	-3.3	1.03	-3.9
O=C(NCc1ccc2c(c1)OCO2)c1cccnc1	2.8	-4.1	-0.2	-0.4	1.05	-4.6	4.5	0.955	-2.7
CN(CCOc1ccccc1)CC(=O)Nc1cccc(Br)c1	0.0	-9.5	-2.8	0.7	1	-0.3	-2.1	1.02	-1.4
CCOC(=O)CSc1nc(=O)n2cc(C)ccc2n1	-1.4	-9.7	0.1	1.6	1.05	-5.5	12.5	0.875	-3.6
COc1ccc(N2CCN(C(=O)c3ccccc3)CC2)c([N+](=O)[O-])c1	-1.0	-2.8	-0.5	-0.9	0.932	6.8	9.6	0.904	4.3
CCOc1ccc(C2C(C(C)=O)=C(O)C(=O)N2CCc2c[nH]c3ccccc23)cc1 (stereo unspecified)	0.3	-1.1	-3.0	4.0	0.987	1.3	-29.3	1.29	-2.7
CSc1nnc(NC(=O)c2ccc3c(c2)OCO3)s1	-0.9	-3.7	-6.6	1.3	0.946	5.4	9.5	0.905	-2.6
COc1cc2[nH]c(=S)n(C3CC3)c(=O)c2cc1OC	0.9	-5.1	-3.5	0.0	0.961	3.9	0.9	0.991	-0.3
CC1=NN(c2nc(C)cc(C)n2)C(=O)C1CCC(C)C (stereo unspecified)	0.1	-5.2	1.3	0.0	0.947	5.3	14.3	0.857	-1.5
O=C(NC1CCCC1)C1CCN(S(=O)(=O)c2cccc3cccnc23)CC1	2.1	1.4	1.1	-1.2	1.03	-2.9	10.8	0.892	2.0
COc1ccc(-c2noc(CCC(=O)NCCN(C)Cc3ccccc3)n2)cc1	-1.7	-1.7	-2.5	2.4	0.886	11.4	12.8	0.872	0.0
COc1cccc(C(=O)CN2CCN(S(=O)(=O)c3ccc(Br)cc3)CC2)c1	1.4	-3.3	-0.9	-3.3	0.996	0.4	18.0	0.82	-1.7
CCOc1ccc(NC(=O)C/C(C)=N/NC(=O)Cc2cccs2)cc1	2.5	-0.8	-3.6	0.6	1.08	-7.8	2.6	0.974	-5.2
CCN(CC)CCCN1C(=O)C2C(C(=O)Nc3ccc(C(C)C)cc3)C3C=CC2(O3)C1C(=O)NC1CCCCC1 (stereo unspecified)	-2.0	-7.0	-0.1	1.6	1.08	-8.5	-18.1	1.18	-1.9
CC12CCC(C(=O)NCc3ccccc3Cl)(CC1=O)C2(C)C (stereo unspecified)	-2.1	-3.1	0.7	0.2	0.991	0.9	-13.0	1.13	-0.2
N#CCNC1CC(=O)N(c2ccc(F)cc2)C1=O (stereo unspecified)	0.2	-9.1	0.5	0.2	0.983	1.7	16.1	0.839	-4.0
Cc1onc(-c2ccccc2)c1C(=O)NNC(=S)NC(=O)c1ccc(F)cc1	-9.4	-10.2	-1.9	90.1*	0.877	12.3	-46.1	1.46	-3.4
CSc1cccc(NS(=O)(=O)c2cn(C)cn2)c1	0.2	-2.7	-4.8	-0.9	1.02	-2.4	23.3	0.767	-1.6
COc1ccc(Cn2c(=O)c3cccnc3n(Cc3ccc([N+](=O)[O-])cc3)c2=O)cc1	-0.2	-3.2	-4.2	2.3	0.887	11.3	-7.7	1.08	-2.5
CC(=O)N1c2ccc(S(=O)(=O)N3CCC(C(=O)Nc4cccc(F)c4)CC3)cc2CC1C (stereo unspecified)	-0.2	-7.3	-0.3	8.7	1.25	-25.4	-13.9	1.14	-3.5
Clc1cccc(OCCCN2CCCC2)c1Cl	0.3	-3.5	-2.4	-1.4	0.974	2.6	0.8	0.992	1.0
COc1ccc(CONS(=O)(=O)c2ccc(NC(C)=O)cc2)cc1Cl	-6.7	-4.3	-4.4	-0.4	0.929	7.1	1.5	0.985	5.1
COc1ccc2c(c1)S(=O)(=O)c1ccccc1N2	0.5	-5.1	0.4	0.6	1.08	-8.2	-2.4	1.02	-9.5
O=C1NC(=S)S/C1=C\c1coc2ccccc2c1=O	-8.8	-0.4	-1.9	28.5	0.766	23.4	3.4	0.966	1.0
COc1ccc(NC(=O)CSc2nnc(-c3ccccc3Cl)n2Cc2ccco2)c(OC)c1	-15.7	17.4	0.0	-2.1	1.06	-5.7	-6.9	1.07	5.0
CCN(CC)c1ccc(NC(=O)COC(=O)CCC(=O)c2ccc(F)cc2)cc1	-0.7	1.0	-3.0	-1.3	1.1	-9.9	12.8	0.872	-0.1
CCCS(=O)(=O)N1CCN(Cc2ccco2)CC1	0.1	0.2	-2.5	-2.5	0.97	3.0	-18.8	1.19	3.6
CN(C)S(=O)(=O)c1cccc(NC(=O)c2cc3ccccc3o2)c1	-0.4	0.5	-2.1	2.7	1.02	-1.7	-3.1	1.03	-1.8
O=C(NC1=NCCS1)C12CC3CC(C1)CC(C(=O)NC1=NCCS1)(C3)C2	-3.0	-0.9	-1.8	-0.5	1.03	-3.2	-6.5	1.06	6.8
CCCn1nnnc1NCc1ccc(SC)cc1	0.5	2.7	-0.2	3.7	0.969	3.1	3.8	0.962	5.2
Cc1ccc(C(=O)NCC(=O)N2CCC(Cc3ccccc3)CC2)cc1	2.7	9.3	6.3	0.4	1.08	-7.8	-10.6	1.11	1.8
Cc1ccc(-c2noc(CSc3nc(N)cc(N)n3)n2)cc1	-2.9	-2.7	-2.1	12.7	1.02	-2.1	-0.2	1	-1.1
COc1cccc(CN=c2c([N+](=O)[O-])nn(-c3ccccc3C)n2O)c1	-1.9	-5.0	0.1	6.1	0.989	1.1	0.0	1	-2.5
CCCCOCCCNC(=O)c1ccc([N+](=O)[O-])c(C)c1	-2.6	-1.6	0.0	1.8	0.994	0.6	-1.1	1.01	0.2
CCc1ccc(NC(=O)CC2C(=O)NCCN2C(=S)Nc2ccccc2)cc1 (stereo unspecified)	-3.2	-3.7	-1.6	-0.4	1	-0.3	5.0	0.95	0.4
O=C(O)c1ccccc1NS(=O)(=O)c1cccc2cccnc12	-3.1	-3.1	3.9	-0.1	1.03	-3.0	8.9	0.911	1.6
CCC1(c2ccc(F)cc2)NC(=O)N(CC(=O)NCc2ccccc2Cl)C1=O (stereo unspecified)	1.4	-12.2	0.0	0.7	1.03	-3.1	3.8	0.962	-3.4
CCN(CC)S(=O)(=O)c1ccc(NC(=O)CSc2cccc[n+]2[O-])cc1	-17.0	-9.1	0.6	-3.9	0.905	9.5	32.1	0.679	0.8
CSC(=S)N/N=C/c1ccccc1	-9.5	-2.6	-3.1	4.4	0.886	11.4	-7.8	1.08	0.6
CC1(c2ccc(OC(F)F)cc2)NC(=O)N(CC(=O)Nc2cccc(S(N)(=O)=O)c2)C1=O (stereo unspecified)	-1.3	-6.7	-2.5	-0.8	0.956	4.4	-3.7	1.04	6.0
COCCn1c(SCC(=O)N2CCCCC2)nc2c(c1=O)SC(C)C2 (stereo unspecified)	1.9	3.9	-1.0	0.0	1.01	-1.0	-0.6	1.01	10.5
COc1ccc(-c2[nH]ncc2CN2CCC(N3CCSCC3)CC2)cc1F	-0.3	0.5	1.1	-0.8	0.962	3.8	-7.5	1.07	0.7
COc1ccc(S(=O)(=O)N(CCc2ccccc2)CC(N)=O)cc1	-0.8	-8.0	-0.1	-2.2	0.952	4.8	1.3	0.987	-1.1
Cc1cc(NC(=S)NC(=O)c2ccccc2)ccc1-c1cc2ccccc2oc1=O	-5.7	-2.6	0.0	9.1	0.78	22.0	-6.0	1.06	-2.2
Cc1ccc2c(c1)C=CC(C)(C)S2(=O)=O	-1.3	-8.4	1.1	2.3	0.971	2.9	1.5	0.985	-4.5
COc1ccc(C2CC(c3ccccc3)=NN2c2ccc(/C=N/NC(=O)c3ccncc3)cc2)cc1 (stereo unspecified)	-1.4	-8.1	-3.0	-0.2	0.789	21.1	-4.6	1.05	-4.6
COc1cccc(C2/C(=C(/O)c3ccccc3)C(=O)C(=O)N2Cc2ccco2)c1 (stereo unspecified)	-1.3	-6.2	-4.3	8.5	0.996	0.4	-6.3	1.06	-0.7
COc1ccccc1NCC(=O)Nc1cc(S(=O)(=O)N2CCOCC2)ccc1N1CCOCC1	-2.7	-8.2	-0.5	0.3	0.951	4.9	1.8	0.982	-5.8
O=S(=O)(c1ccc2c(c1)OCCO2)N1CCC(n2nnc3cc(F)ccc32)CC1	2.0	0.3	-2.4	10.1	1.05	-5.2	8.9	0.911	-0.8
CCCN(CCC)C(=O)CC(c1ccccc1)c1cc(C)ccc1O (stereo unspecified)	0.0	-7.1	-1.6	-0.7	1.07	-7.1	-5.3	1.05	-4.2
CCOC(=O)c1ccc2[nH]c(C)c(CCC(C)=O)c(=O)c2c1	-1.5	0.3	-2.4	-0.6	1.08	-8.0	8.5	0.915	-8.1

Arranged by count of non-hydrogen atoms (high to low): some entries from above
smiles	GRIN3A LBD mod	A3G deaminase	MIN6 prolif	MPTP inh	mIAP act	mIAP inh	hIAP inh	hIAP act	A3A deaminase
COc1ccccc1NCC(=O)Nc1cc(S(=O)(=O)N2CCOCC2)ccc1N1CCOCC1	-2.7	-8.2	-0.5	0.3	0.951	4.9	1.8	0.982	-5.8
COc1ccc(/C=N/NC(=O)c2csc(-n3nc(C)cc3C(F)(F)F)n2)cc1	-1.0	2.6	0.5	0.6	0.863	13.7	5.8	0.942	-0.3
CCOC(=O)CSc1nc(=O)n2cc(C)ccc2n1	-1.4	-9.7	0.1	1.6	1.05	-5.5	12.5	0.875	-3.6
